From PubChem
GAA glycogen mod = GAA glycogen-cleavage inhibition or activation; recombinant GAA, glycogen substrate, Amplex Red glucose oxidase fluorescence; Potency, µM (highest dose often 76.4 µM), inactives show at the top dose activity change, negative = inhibition, usual class: inhibitors; 300,000 compounds, 0.38% hits; AID 2100;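 also: 0% = full enzyme reaction and -100% = no-enzyme basal signal; the screen sought inhibitors and activators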
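qHTS, 1536-well; enzyme 4 nM final; cpd up to 77 uM; substrate bovine liver glycogen 30 ug; 50 mM citrate/phosphate pH 5.0, 0.01% Tween-20; 37 C, 40 min; Amplex Red detection 45 min RT; Hill fit → AC50.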
Epigenetic reg = regulators of epigenetic silencing causing reporter derepression in mouse cells | murine LDR cells, GFP reporter derepression, 30 h | Potency, µM (titrated, usually from 53.9 µM), inactives show top-dose GFP activation, actives largely listed as activators | 280,000 compounds, 0.2% hits; also: % of control where 0% means no effect; nearly all actives have a fitted effect of over 60% in size
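In this reporter-derepression format, murine cells bearing a silenced integrated CMV-GFP locus incubate with test compound (30 h, 37 C), then are washed and imaged; fluorescent objects of 20–120 um count as induced cells.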
NPSR antagonist = antagonists of human neuropeptide S receptor cAMP signaling. CHO-NPSR cells, cAMP TR-FRET, antagonist mode. Potency, µM (titrated, usually from 38.3 µM), inactives show at the top dose activity change, negative = inhibition, hits mostly inhibitors. 220,000 compounds, 1% hits; also: % is scaled to controls: 0 for no effect and ±100 for the full control effect; nearly all actives have a fitted effect of over 50% in size; many of its hits are not listed in these tables
Target sequence (Q6W5P4 whole entry, looked up): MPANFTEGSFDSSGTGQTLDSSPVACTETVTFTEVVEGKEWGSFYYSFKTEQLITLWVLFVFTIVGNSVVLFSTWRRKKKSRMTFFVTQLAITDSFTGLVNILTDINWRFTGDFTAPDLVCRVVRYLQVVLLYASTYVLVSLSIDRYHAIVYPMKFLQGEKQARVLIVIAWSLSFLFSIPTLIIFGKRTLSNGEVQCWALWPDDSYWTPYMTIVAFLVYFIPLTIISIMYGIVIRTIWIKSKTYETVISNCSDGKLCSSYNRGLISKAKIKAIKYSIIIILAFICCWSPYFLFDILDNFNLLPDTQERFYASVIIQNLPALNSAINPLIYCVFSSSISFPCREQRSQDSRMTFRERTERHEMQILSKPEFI
GLA spleen mod = alpha-galactosidase A (human) modulation. 240,000 compounds, 0.008% hits. human spleen homogenate, 4MU-alpha-Gal fluorescence, 40 min. AID 2107. P06280. Potency, µM (titrated, usually from 80 µM), without a hit: at the highest dose activity change, negative = inhibition, actives largely listed as inhibitors;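 also: 0% = enzyme with vehicle and -100% = no enzyme basal signal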
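Inhibition or activation of alpha-galactosidase in human spleen homogenate is scored by 4-MU fluorescence after 40 min at 37C, pH 5.0, with 1 mM substrate. AC50s come from concentration-response fitted to the Hill equation.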
Tau fluor counter = counter-screen for tau fibril formation inhibitors; tau K18 P301L (four-repeat tau fragment) Alexa594 fluorescence, heparin fibrillization; Potency, µM (doses to about 57.7 µM), for inactives: top-dose activity change, negative = decrease; 280,000 compounds, 0.93% hits; AID 1463; also: % is scaled to controls: 0 for no effect and ±100 for the full control effect; nearly all actives have a fitted effect of over 55% in size
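Human K18 P301L tau (15 uM unlabeled plus 0.24 uM Alexa 594-labeled, final) in 100 mM sodium acetate pH 7 was mixed with compound and 20 uM heparin and incubated 6 hr at 37 C.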
GAA inh = blocks human lysosomal alpha-glucosidase; P10253; purified human GAA, 4-MU-alpha-glucoside fluorescence; Potency, µM (titrated, usually from 76.9 µM), without a hit: top-dose activity change, negative = inhibition, most hits filed as inhibitors; 200,000 compounds, 0.005% hits; AID 1466;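 also: plate controls were uninhibited enzyme wells for no effect and no-enzyme background for full effect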
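Enzyme (4 nM final) mixed with compound (up to 77 uM), then 4-MU-alpha-D-pyranoside (400 uM final) added; 20 min at room temperature, pH 5.0. Reaction stopped at pH 10, fluorescence read, AC50 derived by Hill fit.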
aGlu spleen mod = inhibits or activates alpha-glucosidase in human spleen homogenate; human spleen homogenate, 4-MU-alpha-glucoside fluorescence; Potency, µM (highest dose often 79.9 µM), for the others: at the top dose activity change, negative = inhibition, most hits filed as inhibitors; 240,000 compounds, 0.006% hits; AID 2112;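 also: 0% = enzyme with vehicle and -100% = no enzyme basal signal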
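Human spleen homogenate (1 ug) incubated with compounds and 1 mM 4-methylumbelliferyl-alpha-D-glucopyranoside in pH 5.0 citrate/phosphate buffer, 37 C, 40 min. Stopped at pH 10; 4-MU fluorescence (Ex 365/Em 440 nm); AC50 by Hill fit.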
ALDH1A1 block = inhibitors of human aldehyde dehydrogenase 1A1 | P00352 | Purified ALDH1A1, NADH fluorescence, propionaldehyde substrate | Potency, µM (series often up to 75.3 µM), without a hit: at the top dose activity, negative = inhibition, usual class: inhibitors | 220,000 compounds, 7.3% hits | AID 1030; active = well fitted inhibition curve with a large enough effect, not every such curve was filed as active; inconclusive = small, poorly fitted or top-dose-only effect, or another doubt; inactive = no such curve, though single readings can be large or run the other way;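 also: plate controls were no enzyme wells and a reference inhibitor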
Target sequence (P00352 whole entry, looked up): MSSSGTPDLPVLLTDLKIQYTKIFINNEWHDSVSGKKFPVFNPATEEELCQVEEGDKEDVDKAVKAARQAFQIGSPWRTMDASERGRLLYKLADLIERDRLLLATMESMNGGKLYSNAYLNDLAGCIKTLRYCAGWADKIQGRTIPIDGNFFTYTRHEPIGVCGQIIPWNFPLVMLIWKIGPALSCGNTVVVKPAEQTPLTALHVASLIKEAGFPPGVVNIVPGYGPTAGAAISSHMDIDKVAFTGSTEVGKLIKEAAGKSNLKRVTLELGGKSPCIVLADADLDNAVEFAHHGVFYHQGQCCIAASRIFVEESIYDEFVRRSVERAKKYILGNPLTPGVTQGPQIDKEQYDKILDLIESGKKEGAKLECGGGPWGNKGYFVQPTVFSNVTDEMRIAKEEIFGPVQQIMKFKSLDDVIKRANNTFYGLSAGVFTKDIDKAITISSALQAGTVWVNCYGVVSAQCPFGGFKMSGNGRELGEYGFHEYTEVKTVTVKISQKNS
Starred values were filed as active, the others as inactive; ? = inconclusive; / = not tested or not shown; [ ] = another dose, or the depositor's remark. Unless noted, calls follow the shape of the dose curve; as a rule, active = well fitted curve in the direction sought with a large enough effect; inconclusive = small, poorly fitted or top-dose-only effect, or another doubt; inactive = no such curve, though single readings can be large; an effect the other way counts as inactive or inconclusive. Potency is read from the fitted curve at half-maximal effect.

Compound	GAA glycogen mod	Epigenetic reg	NPSR antagonist	GLA spleen mod	Tau fluor counter	GAA inh	aGlu spleen mod	ALDH1A1 block
Nc1nc(CN2CCC(Cc3ccccc3)CC2)nc(Nc2ccccc2)n1	-2%	-0.1%	-11%[46.1 µM]	6%	-10%	-12%	5%	7%
COc1ccc(N2C(=O)C3ON(C4SC(=S)N(C)C4(C)C)C(c4ccc([N+](=O)[O-])cc4)C3C2=O)cc1 (configuration not stated)	5%	0.0%	-8%[46.1 µM]	1%	-15%	1%	6%	-2%
N/C(=N\OC(=O)COc1ccc(Br)cc1Cl)c1ccccn1	1%	0.9%	1%	2%	-16%	-4%	-2%	?
COc1ccc(F)cc1S(=O)(=O)N1CCCN(S(=O)(=O)c2cc(F)ccc2OC)CC1	-1%	0.0%	-12%[46.1 µM]	8%	-13%	-13%	1%	-14%
CC(C)CCNC(=O)c1ccc(CS(=O)(=O)Cc2ccccc2F)o1	-7%	-0.2%	-6%	-2%	-6%	-3%	1%	-4%
CCOc1ccccc1OCC(=O)Nc1nc2ccccc2[nH]1	8%	3.3%	-13%	-22%	-12%	-1%	0%	-11%
Cc1nc2ccccc2n1/N=C/c1cccnc1	10%	0.0%	2%[46.1 µM]	-15%	-6%	-4%	-12%	5%
CC(C)n1c(CN2CCN(Cc3ccccc3)CC2)nc2ccccc21	4%	-3.5%	16%	-3%	-9%	1%[15.4 µM]	-1%	-3%
COc1ccc(NS(=O)(=O)c2ccc(NC(=O)c3ccc(CN4CCOCC4)cc3)cc2)cc1	-11%	10%	21%	5%	12%[2.34 µM]	7%	-1%	0%
C=CCNC(=O)COC(=O)c1oc2ccccc2c1CSC1CCCCC1	-1%	0.1%	-25%[46.1 µM]	7%	-9%	3%	5%	-7%
CCCC(=O)Nc1nc2nc(-c3ccccc3)cc(=O)n2[nH]1	1%	-1.4%	-3%[46.1 µM]	0%	-1%	-6%	-6%	-8%
CCCCCn1c(=O)[nH]c2cc(C(=O)NCCCN3CCCCC3)ccc2c1=O	6%	0.0%	18%[46.1 µM]	-8%	-6%	8%	2%	?
Cc1ccc(NC(=O)c2noc3c2CCCCC3)cc1C	3%	0.0%	-5%[46.1 µM]	1%	-4%	3%	-14%	5%
CC(Oc1ccc(Br)cc1)C(=O)N1CCc2ccccc21 (configuration not stated)	-3%	-0.8%	-18%[46.1 µM]	-2%	7%	2%	-1%	-1%
O=C(CNC(=O)c1ccco1)Nc1cc(Cl)ccc1N1CCOCC1	-8%	-1.0%	-24%[46.1 µM]	-1%	-9%	0%	-1%	?
CC(=O)c1ccc(N2CCN(c3ccc(C(F)(F)F)cn3)CC2)cc1	-3%	0.0%	-9%[46.1 µM]	-5%	-17%	-6%	0%	3%
COc1cc2c(cc1NC(=O)c1cccc([N+](=O)[O-])c1)oc1ccccc12	3%	1.3%	10µM*	-1%	-6%	-3%	3%	3%
Cc1cc(C)nc(N(C#N)Cc2ccccc2Cl)n1	-2%	0.8%	-4%[46.1 µM]	9%	-2%	-3%[15.4 µM]	1%	14µM*
Cc1ccc2cc(CCNC(=O)C(C)C)c(=O)[nH]c2c1	3%	0.1%	-4%[46.1 µM]	2%	-1%	-4%	-10%	-6%
Cc1ccc2c(c1)CCCN2C(=O)c1ccco1	-4%	1.0%	-7%[46.1 µM]	7%	-9%	-1%	5%	-8%
Cc1ccc2c(c1C)NC(=O)C21N2CCCC2C(C(=O)c2ccc3ccccc3c2)C12C(=O)Nc1ccccc12 (configuration not stated)	-21%	-0.6%	-34%	-9%	-5%	/	6%	/
CCSc1nc2ccccc2c(=O)n1OCC(=O)OC	1%	2.8%	-7%[46.1 µM]	-4%	-6%	1%	-8%	2%
Cc1ccccc1NC(C)C(=O)N/N=C/c1c[nH]c2ccccc12 (configuration not stated)	-20%	-3.7%	-20%	1%	?	6%	2%	4%
O=C(Nc1ccncc1)C1CCCN(S(=O)(=O)c2cccc3cccnc23)C1 (configuration not stated)	2%	-0.8%	?	3%	-16%	-9%	-4%	2%
NS(=O)(=O)c1ccc(NC(=O)CSc2ccccc2)cc1	2%	-1.2%	2%	-1%	-2%	-3%	/	-7%
CSc1nnc(Nc2ccccc2C)s1	3%	-0.7%	-1%[46.1 µM]	2%	-4%	3%	-1%	-7%
O=Nc1c(O)n(Cc2cccc(C(F)(F)F)c2)c2ccccc12	-3%	2.3%	-49%	-9%	-16%	-2%	0%	2%
CC(C)C(=O)c1cc2c(cc1NC(=O)c1cccs1)OCCO2	-1%	0.0%	?	0%	-25%	-7%	-10%	?
COC(=O)NC(c1ccccc1)C1(C(=O)OC)C(=O)Cc2ccccc21 (configuration not stated)	/	-1.1%	/	-1%	0%	/	-11%	?
CCO[C@H]1OC(C(=O)N2CCN(Cc3ccccc3)CC2)=C[C@@H](C2CCCCC2)[C@@H]1CCCO	4%	-8.1%	56%	3%	1%	/	-1%	2%
COc1cccc(C(=O)C2CCCN(C(=O)c3ccc(C#CC(C)(C)O)cc3)C2)c1 (configuration not stated)	3%	1.0%	27%	-3%	-10%	?	-3%	-8%
CCOc1cc(C)c(S(=O)(=O)NC2CC(C)(C)NC(C)(C)C2)cc1C	-5%	-1.1%	-17%	-1%	-4%	4%	-3%	-1%
CN(CCc1ccccn1)C(=O)CCC1CCCN(C(=O)c2n[nH]c3c2CCCC3)C1 (configuration not stated)	8%	0.5%	9%	-4%	5%	-18%	-6%	-1%
CN(C)CCCOC(=O)COc1ccc(Br)cc1	11%	-1.2%	-17%	-5%	-14%	1%[15.4 µM]	1%	-2%
CC(C)(C)OC(=O)N1CCC(c2cc(=O)n3[nH]c(-c4ccc(Cl)cc4)cc3n2)CC1	-7%	0.8%	0%[46.1 µM]	-20%	-19%	1%[15.4 µM]	-16%	7%
CCC(=O)NNc1nc2c(Cl)cccc2s1	6.3µM*	-4.3%	15%	10%	-1%	6%	-11%	-5%
CCOC(=O)c1c(C)c(C(=O)NCCc2ccccc2)c(C)n1C	9%	1.2%	1%	10%	-6%	-1%	7%	-11%
N#CCC(=O)Nc1ccc(C(=O)OCC(=O)Nc2ccccc2Sc2ccccc2)cc1	-6%	4.5%	-31%	1%	?	-11%	6%	8%
CC(=O)c1ccc(S(=O)(=O)Nc2ccc(-c3ccc4nnc(C)n4n3)cc2)cc1	-4%	2.6%	5%	2%	-16%	-5%	4%	-1%
O=C1C=C(Nc2ccc(Cl)cc2)CC(c2ccccc2)C1 (configuration not stated)	-1%	2.9%	-2%	9%	-11%	-3%	-16%	12%
CCc1cc2c(NCC3CCCO3)ncnc2s1 (configuration not stated)	-5%	-2.4%	-10%[46.1 µM]	6%	1%	1%	2%	?
COc1ccc(C(CNC(=O)c2ccc(S(=O)(=O)N3CCCC3)cc2)N2CCOCC2)cc1 (configuration not stated)	-1%	2.2%	1%	-4%	-1%	/	1%	/
CCCCc1nc2ccccc2c(C(=O)O)c1C	-6%	0.0%	6%[46.1 µM]	5%	8%	4%[15.4 µM]	1%	-4%
O=C1/C(=C/c2cccs2)SC(=S)N1c1ccccc1	9%	0.3%	5%[46.1 µM]	1%	-8%	-5%	-1%	9%
O=C(O)c1cccc(N/N=C/c2cn(-c3ccccc3)nc2-c2cccs2)c1	-2%	-5.3%	-22%	6%	-18%	2%	4%	?
COc1cccc(S(=O)(=O)Nc2cccc(C(=O)N3CCCCCC3)c2)c1	-6%	-1.1%	-3%	10%	-10%	2%	7%	14µM*
O=C1c2ccncc2C(=O)N1C1CCCCC1	-3%	0.0%	-3%[46.1 µM]	-12%	-8%	-5%	-6%	-9%
CC1CN(C(=O)c2c([N+](=O)[O-])cnn2C)CC(C)O1 (configuration not stated)	-7%	3.1%	4%[46.1 µM]	-2%	-4%	2%	-4%	3%
CCC(=O)Nc1ccc(NC(=O)c2ccccc2Cl)nc1	7%	0.0%	-7%[46.1 µM]	4%	-6%	-7%	-12%	-3%
O=C(COc1ccc(S(=O)(=O)N2CCCCC2)cc1)NCc1cccnc1	6%	-2.6%	-7%[46.1 µM]	2%	-8%	-4%	-3%	-9%
Cc1cccc(C)c1NC(=O)CN(C)c1ccc(C(F)(F)F)cn1	-1%	-3.8%	7%	-4%	-3%	4%	-2%	2%
Cc1ccc(OCCCC(=O)Nc2ccc(N3CCOCC3)cc2)c(C)c1	-11%	-6.3%	-19%[46.1 µM]	-10%	-12%	1%	-5%	-11%
CC(=O)Nc1sc(N/N=C\c2cccc(Cl)c2)nc1-c1cccs1	-30%	-1.0%	-16%	5%	?	0%	1%	-6%
CN1CC(=O)Nc2ccc(F)cc2C1=O	-6%	-0.7%	-16%[46.1 µM]	-6%	6%	-1%	-6%	4%

Compounds above that have a CF3 group (3):
Compound	GAA glycogen mod	Epigenetic reg	NPSR antagonist	GLA spleen mod	Tau fluor counter	GAA inh	aGlu spleen mod	ALDH1A1 block
CC(=O)c1ccc(N2CCN(c3ccc(C(F)(F)F)cn3)CC2)cc1	-3%	0.0%	-9%[46.1 µM]	-5%	-17%	-6%	0%	3%
O=Nc1c(O)n(Cc2cccc(C(F)(F)F)c2)c2ccccc12	-3%	2.3%	-49%	-9%	-16%	-2%	0%	2%
Cc1cccc(C)c1NC(=O)CN(C)c1ccc(C(F)(F)F)cn1	-1%	-3.8%	7%	-4%	-3%	4%	-2%	2%

The list is partial; the hit share may differ from the screen's.
